Compound activity (PubChem)
SNCA expr inhib: SNCA gene expression inhibition; 0.17% of 140,000 active; AID 1671194; Potency, µM (doses to about 57.2 µM), for inactives: at the highest dose activity change, negative = inhibition, actives largely listed as inhibitors; HEK-293 SNCA-luciferase knock-in, luminescence, 24 h;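 further: potency means the concentration at half of the fitted maximal effect; plate controls were DMSO cells for no effect and cell-free wells for full effect; nearly all actives have a fitted effect of over 45% in size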
3T3 cytotox: cytotoxic compounds in NIH 3T3 cells. NIH 3T3 viability, CellTiter-Glo ATP luminescence, 48-72 h. 4.3% of 94,000 active. Potency, µM (highest dose often 96.7 µM), for inactives: at the top dose activity change, negative = cytotoxicity, hits mostly inhibitors. AID 1345082; further: potency means the concentration at half of the fitted maximal effect; nearly all actives have a fitted effect of over 55% in size
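Cytotoxicity is measured as loss of cellular ATP: NIH 3T3 cells (400/well) are exposed to compound for 48 or 72 hr at 37 °C, then CellTiter-Glo luminescence is imaged after 10 min at room temperature.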
HEK cytotox: kills HEK 293 cells; Potency, µM (highest dose often 115 µM), inactives show top-dose activity change, negative = cytotoxicity, hits mostly inhibitors; 6.6% of 94,000 active; HEK 293 viability, ATP luminescence (CellTiter-Glo), 48-72 h; AID 1345083; further: potency means the concentration at half of the fitted maximal effect; nearly all actives have a fitted effect of over 60% in size
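Luminescence from cellular ATP, measured with CellTiter-Glo, indicates HEK 293 viability. Cells plated at 250 cells/well are treated with compound for 48 or 72 hr at 37 degree Celsius before reagent addition.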
IP6K1 inhibitor: blocks human inositol hexakisphosphate kinase 1 | IP6K1 kinase, ADP-Glo luminescence, 2 h; hits give low values | Q92551 | activity change, % (series mostly up to about 58 µM) | 0.81% of 140,000 active; in the data active means activity change below about -25%
Target sequence (Q92551 whole entry, looked up): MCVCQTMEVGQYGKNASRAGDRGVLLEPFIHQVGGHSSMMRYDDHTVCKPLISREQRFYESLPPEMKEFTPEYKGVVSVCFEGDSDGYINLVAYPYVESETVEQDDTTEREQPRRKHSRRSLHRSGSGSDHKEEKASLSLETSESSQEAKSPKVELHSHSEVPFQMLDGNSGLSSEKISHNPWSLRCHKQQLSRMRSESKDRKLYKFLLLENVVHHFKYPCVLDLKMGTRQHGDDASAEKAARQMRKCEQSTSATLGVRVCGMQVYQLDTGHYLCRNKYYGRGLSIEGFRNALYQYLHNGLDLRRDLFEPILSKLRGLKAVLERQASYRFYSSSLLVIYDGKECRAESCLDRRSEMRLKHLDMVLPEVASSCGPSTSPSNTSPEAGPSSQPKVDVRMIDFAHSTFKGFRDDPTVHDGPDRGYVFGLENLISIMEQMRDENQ
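ADP-Glo luminescence measures ADP made by human IP6K1 during a 2 h RT reaction with ATP/IP6 (mix at 1.3 mM/130 uM); top library doses 57.5 and 19.1 uM final.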
GPT2 inhibitor: inhibitors of human GPT2 alanine aminotransferase; AID 1671188; Recombinant GPT2, coupled pyruvate oxidase/HRP Amplex Red fluorescence; 0.25% of 100,000 active; Potency, µM (titrated, usually from 57.7 µM), for inactives: at the highest dose activity change, negative = inhibition, most hits filed as inhibitors; further: potency means the concentration at half of the fitted maximal effect; nearly all actives have a fitted effect of over 60% in size; many of its hits are not listed in these tables
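Fluorescence of coupled pyruvate oxidase/HRP/Amplex Red system (50uM Amplex, 30 min, dark) reports pyruvate formed by GPT2. Enzyme reaction: 10ng/uL GPT2, 2mM L-alanine, 250uM a-KG, 30 min room temperature, pH 7.5; 50uM AOA control.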
SNCA viab count: counter-screen for SNCA expression inhibitors: cell viability. HEK-293-SNCA-luc viability, GF-AFC fluorescence, 24 h. Potency, µM (highest dose often 57.1 µM), for the others: at the top dose activity change, negative = cytotoxicity, hits mostly cytotoxic. 0.12% of 150,000 active. AID 1671193;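 further: potency means the concentration at half of the fitted maximal effect; 0% = DMSO-treated cells and -100% = medium-only wells without cells; nearly all actives have a fitted effect of over 30% in size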
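HEK-293-SNCA-luc cells (1500/well) plated 24 h, then exposed 24 h to a dilution series; GF-AFC added 30 min at 37C, fluorescence 405/540 nm; normalised to medium-only and DMSO wells, Hill fit.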
FLuc inh: Photinus pyralis luciferase inhibition. AID 1347043. P08659. 2.5% of 76,000 active. purified P. pyralis luciferase, luminescence, biochemical. Potency, µM (doses to about 115 µM), inactives show at the top dose activity change, negative = inhibition, most hits filed as inhibitors; further: potency means the concentration at half of the fitted maximal effect; nearly all actives have a fitted effect of over 65% in size
Target sequence (P08659 whole entry, looked up): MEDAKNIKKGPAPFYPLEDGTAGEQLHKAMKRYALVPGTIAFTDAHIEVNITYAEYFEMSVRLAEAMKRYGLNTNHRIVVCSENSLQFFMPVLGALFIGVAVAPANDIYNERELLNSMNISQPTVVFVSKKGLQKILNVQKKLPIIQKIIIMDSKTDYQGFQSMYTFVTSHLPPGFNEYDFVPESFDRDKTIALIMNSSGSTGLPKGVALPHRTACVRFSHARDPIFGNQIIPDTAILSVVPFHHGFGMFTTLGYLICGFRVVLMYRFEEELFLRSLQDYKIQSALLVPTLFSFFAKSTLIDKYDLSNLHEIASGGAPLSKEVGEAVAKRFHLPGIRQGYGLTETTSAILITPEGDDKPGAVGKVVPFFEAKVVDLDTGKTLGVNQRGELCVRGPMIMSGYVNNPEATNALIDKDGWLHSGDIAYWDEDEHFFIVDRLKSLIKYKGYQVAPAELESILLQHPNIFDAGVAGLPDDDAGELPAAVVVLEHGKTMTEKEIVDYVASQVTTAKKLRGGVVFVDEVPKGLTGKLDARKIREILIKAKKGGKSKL
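Purified 10nM P. pyralis luciferase with 10uM D-luciferin and 10uM ATP in 50mM Tris acetate pH 7.5, 10mM Mg acetate, 0.01% Tween-20, 0.05% BSA. qHTS titration; luminescence read by CCD imager.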
Active calls of the source: *; i = inactive; u = inconclusive; x = not tested or not shown; [ ] = dose if it differs, or a comment. Unless noted, the call rests on the fitted dose curve; in most records, active means well fitted curve in the direction sought with a large enough effect; inconclusive means small, poorly fitted or top-dose-only effect, or another doubt; inactive means no such curve, though single readings can be large; an effect the other way counts as inactive or inconclusive. Unless noted, on the % scale 0 is the no-effect control and ±100 the full control effect.

SMILES,SNCA expr inhib,3T3 cytotox,HEK cytotox,IP6K1 inhibitor,GPT2 inhibitor,SNCA viab count,FLuc inh
COc1cc(NC(=O)Nc2cccc(CNC(=O)O[C@H]3CCOC3)c2)ccc1-c1cnco1,x,x,x,-32*,i,u,x
Cc1cn2nc(C(=O)NCC(C)C)cc2c(N2CCCC2)n1,0%,-17%,-9%,14,u,6%,3%
CC(C)C(=O)OCc1cccc(OC(=O)[C@@H]2N3C(=O)[C@@H](NC(=O)Cc4ccccc4)[C@H]3SC2(C)C)c1,-2%[25.6 µM],x,x,-6,i,-10%[23.9 µM],x
COc1cccc(N2CCN(C(=O)CCS(=O)(=O)c3ccc4c(c3)oc(=O)n4C)CC2)c1,24%,x,x,-22,x,1%,x
O=C(Nc1ccccc1Cl)C1CCN(c2nc3ccccc3[nH]2)CC1,18%,x,x,-5,x,9%,x
COc1cc(Br)c(C2CC(=O)Nc3cc(OC)c(OC)c(OC)c32)cc1OC (configuration not stated),14%,x,x,0,x,8%,x
CCCc1c2oc(C(=O)O)cc(=O)c2cc2c(=O)cc(C(=O)O)n(CC)c12,-20%[25.6 µM],x,x,-6,4%,8%[23.9 µM],x
CC1CCN(c2oc(/C=C/c3ccc(F)cc3)nc2C#N)CC1,153%[activator],x,x,-13,x,9%,x
O=C1NCCCCCCN(C(=O)Cc2cccc(F)c2)[C@H]2CCCC[C@@H]12,-7%,-10%,-28%,-4,-6%,-3%,2%
CN(C(=O)CN1C(=O)NC(c2ccc(Cl)cc2)C2=C1COC2=O)c1ccccc1 (configuration not stated),0%,-21%,u,-5,-6%,-16%,-2%
CCOCCc1nn2c(=O)cc(COC(=O)c3ccc(NC(=O)c4cccs4)cc3)nc2s1,-5%,x,x,8,x,u,x
Cc1ccc(Cl)cc1N1CCN(C(=O)C2CCN(S(=O)(=O)c3cn(C)cn3)CC2)CC1,-3%,x,x,7,x,8%,x
Cc1noc(-c2cn(C3CCN(C(=O)c4cccc(C(F)(F)F)c4)CC3)nn2)n1,-25%,u,u,-2,i,-5%,2%
CCOC(=O)Cc1ccc(NC(=O)N2CCSc3ccccc32)cc1,74%[activator],x,x,-13,x,1%,x
O=C(C1CC1)N1CCC2(CC1)Cc1ccccc1NC2=O,u,-4%[138 µM],-3%[172 µM],-5,i,-7%[87.6 µM],2%[172 µM]
CCc1noc(C)c1C(=O)N1CCc2c(nc(-c3ccccn3)[nH]c2=O)C1,-5%,u,-28%,-7,-26%,-3%,-5%
COc1ccc(C(=O)N(c2ccc(OC)cc2)S(=O)(=O)c2ccc3c(c2)n(C)c(=O)n3C)cc1,-11%,x,x,0,x,-12%,x
O=C(NCc1ccc(Cl)cc1)c1c[nH]c2ncccc12,37%[activator][87.6 µM],u,u,-7,3%[88.5 µM],0%[87.6 µM],28µM*
N#Cc1cccc(CN[C@H]2CO[C@H]3[C@@H]2OC[C@H]3OC(=O)Nc2ccc(Oc3ccccc3)cc2)c1,9%,u,u,1,-3%,-4%,-5%
CN1CCN(C(=O)[C@@H]2CCC[C@@H](NC3CCC3)CN(C)C(=O)C2)CC1,6%[87.6 µM],i,i,9,-9%[88.5 µM],-2%[87.6 µM],4%[172 µM]

Next part:
SMILES,SNCA expr inhib,3T3 cytotox,HEK cytotox,IP6K1 inhibitor,GPT2 inhibitor,SNCA viab count,FLuc inh
Cc1ccc(C2Cn3nnc(-c4noc(-c5cnccn5)n4)c3CO2)cc1 (configuration not stated),10%,-29%,-13%,6,i,3%,0%
COc1ccc(NC(=O)c2ccc3oc(-c4ccccn4)nc3c2)cc1,79%[activator],-26%,u,4,-5%,-6%,x
CS(=O)(=O)c1ccc(CN2CC[C@H]3NCCC[C@]3(C(=O)O)C2)cc1,-17%,-2%,3%,5,2%,-4%,0%
CC(=O)OCC(=O)[C@@]1(O)CC[C@H]2[C@@H]3CCC4=CC(=O)CC[C@]4(C)[C@@H]3C(=O)C[C@@]21C,2%,x,x,x,-7%,-14%,x
O=C(Cc1cccnc1)N1CCCC(CN2CCCC2)CC1 (configuration not stated),-27%,i,i,-6,i,-9%,x
COc1cc(C(=O)OC[C@H]2O[C@@H](OC(C)(C)C(=O)O)[C@H](O)[C@@H](O)[C@@H]2O)cc(OC)c1O,x,x,x,14,i,-7%[23.9 µM],x
O=C(NCCc1ccncc1)C1CN(C(=O)CCCc2ccccc2)CC12CCOCC2 (configuration not stated),20%,-14%,-26%,19,2%,3%,2%
COc1ccc(C2Cn3nnc(-c4nc(-c5cccc(F)c5)no4)c3CO2)cc1 (configuration not stated),4%,-5%,9%,4,-11%,2%,-1%
COCCCNC(=O)CCN(CCC(C)C)C(=O)c1ccoc1,-1%,1%,-2%,20,1%,5%,4%
O=C(Cn1c(=O)n(CC2CCCO2)c(=O)c2ccccc21)Nc1ccc(F)cc1F (configuration not stated),-6%,x,x,-8,x,u,x
COc1ccc(-c2noc(CN(C(=O)Cc3ccc(C)cc3)C(C)C)n2)cc1,11%,x,x,1,x,1%,x
Cc1cccc(-c2noc([C@@H]3C[C@@H](O)CN3Cc3cccc(C#N)c3)n2)c1,99%[activator][87.6 µM],u,u,9,4%[88.5 µM],-12%[87.6 µM],u
COc1cccc2c1cc1c(=O)n(CC(=O)N3CCN(c4cc(Cl)ccc4C)CC3)nc(C)n12,19%,x,x,-8,x,3%,x
O=[S+]([O-])(c1cccc(C(F)(F)F)c1)N1CCc2nc(C3CC3)nc(-c3ccc(Cl)cc3)c2C1,-10%,-5%,-24%,-15,-20%,-6%,x
COc1cc(CCc2ccccc2)c(C(=O)O)c2c1CC(C(C)(C)O)O2 (configuration not stated),x,x,x,24,i,-12%,x
COc1ccc(-c2cc3c(=O)n(CCNC(=O)c4cc(Cl)ccc4F)ccn3n2)cc1,3%,-19%,79µM*,-3,-12%,-18%,u
Cc1ccc(NC(=O)Cn2c(=O)n(Cc3ccc(C(=O)NCc4ccc5c(c4)OCO5)cc3)c(=O)c3ccccc32)cc1,-15%,x,x,-5,x,7%,x
CCCN(C)C(=O)c1cn2ccnc(-c3ccc(C)cc3)c2n1,15%,-18%,u,20,-7%,8%,-5%
CCn1ncc(CN2CC[C@H](CNC(=O)COC)[C@H](N(C)C)C2)c1C,-1%,-12%,1%,4,-18%,5%[12.5 µM],1%
COc1ccc(-c2coc3cc(O)cc(O)c3c2=O)cc1,u,x,x,x,i,-11%,x

Additional compounds:
SMILES,SNCA expr inhib,3T3 cytotox,HEK cytotox,IP6K1 inhibitor,GPT2 inhibitor,SNCA viab count,FLuc inh
COc1ccccc1CN1CCC2(CC1)OC(=O)N(Cc1ccccc1)C2(C)c1ccccc1 (configuration not stated),u,u,50µM*,-11,-6%,-15%,1%
CCN1C(=O)c2ccccc2S(=O)c2ccc(C(=O)NCc3ccc(C)cc3)cc21 (configuration not stated),10%,x,x,6,x,-5%,x
COCCNC(=O)c1ccc2c(c1)N(C)C(CC(=O)NCc1ccoc1)CO2 (configuration not stated),20%,-15%,-11%,-5,4%,4%,0%
O=C(N[C@H]1CO[C@H]2[C@@H]1OC[C@@H]2Nc1nccc(-c2cccs2)n1)c1ccc(C(F)(F)F)cc1,u,u,u,-1,2%,-3%,-7%
CC(=O)N1CCCc2cc(S(=O)(=O)N3CCC(C(=O)NCc4ccc(N(C)C)cc4)CC3)ccc21,30%[activator],x,x,-3,x,5%,x
CCC(N)(CC)c1cn(CC2CCCN(C(=O)Nc3ccsc3)C2)nn1 (configuration not stated),40%[activator],-22%,-16%,6,u,u,-21%
CC(C)(C)c1ccc(CN(Cc2ccco2)c2cnc(S(C)(=O)=O)nc2C(=O)Nc2ccc(F)cc2)cc1,-9%,x,x,4,x,17%,x
O=C(CCSCc1cccc(Cl)c1)NCCc1ccc(Cl)cc1,38%[activator],x,x,26,x,13%,x
O=C(CSc1nc(=O)n(CCN2CCOCC2)c2c1CCC2)Nc1ccc(F)cc1F,-15%,x,x,26,x,-20%,x
Cc1nc(N2CCC(NC(=O)c3ccccc3Cl)CC2)cc(C(F)(F)F)n1,-18%,-16%,u,-10,i,-7%,11%
CCCN(CCC)CCNC(=O)c1nn(C)c2c1CS(=O)(=O)c1ccccc1-2,3%,x,x,-2,x,9%,x
N#Cc1cccc(C(=O)N2CCCCCCNC(=O)CC2)c1,-8%,-18%,-25%,-1,i,10%,-9%
CCOC(=O)c1scc(-c2ccc(C)cc2)c1S(=O)(=O)Nc1ccc(F)c(F)c1,19%,x,x,11,x,-1%,x
O=C(NCc1ccccc1Cl)c1ccc2c(c1)N(Cc1ccccc1)C(=O)CS2,-17%,x,x,4,x,-23%,x
CCCn1ccc2sc(C)c(C(=O)NC(C)c3ccc(OC)c(OC)c3)c2c1=O (configuration not stated),-14%,-14%,-10%,8,i,-8%,4%
Cc1noc(-c2cn(C3CCN(C(=O)c4cccn4C)C3)nn2)n1 (configuration not stated),-18%,-20%,-1%,5,i,10%,-13%
CCc1noc(CN(CC)C(=O)c2ccccc2NCc2sccc2C)n1,-25%,u,u,6,-6%,-9%,-2%
COc1ccc(CCNC(=O)c2ccc(Cn3c(=O)c4ccccc4n(Cc4cccc(C)c4)c3=O)cc2)cc1OC,0%,x,x,7,x,12%,x
Cc1noc(C2CC3(CCN(C(=O)c4n[nH]c(=O)c5ccccc45)CC3)CN2C)n1 (configuration not stated),2%,1%,i,-7,-7%,9%,-3%
COCC1CN(S(=O)(=O)c2cccnc2)CC12CCOCC2 (configuration not stated),2%,i,1%,-7,i,24%,8%

Next part:
SMILES,SNCA expr inhib,3T3 cytotox,HEK cytotox,IP6K1 inhibitor,GPT2 inhibitor,SNCA viab count,FLuc inh
CC(Oc1ccccc1Cl)C(=O)N1CCN(CCc2ccccn2)CC1 (configuration not stated),12%,x,x,-6,x,6%,x
CC(C)[C@@](O)(c1ccc2cc(OC(F)F)c(OC(F)F)cc2c1)c1cn[nH]n1,x,x,x,-16,u,0%,x
Cc1cc(S(=O)(=O)N2CCC(n3cnnc3C(C)C)CC2)ccc1F,u,-19%,-8%,10,i,7%,1%
CC(=O)N1CCC(N[C@@H]2CO[C@H](CNC(=O)C3CCCC3)[C@H]2O)CC1,59%[activator][87.6 µM],-14%[138 µM],-15%[172 µM],-10,5%[88.5 µM],-3%[87.6 µM],-18%[172 µM]
